All columns: NCI-60 one-dose screen, growth in % after 48 h at 10 µM unless noted; 100 = growth as untreated, 0 = no growth, -100 = all killed.
MDA-MB-468: MDA-MB-468 breast cancer. 78,000 compounds, 8.5% hits. AID 2202374
MOLT-4: MOLT-4 leukemia cells. AID 1794779. 80,000 compounds, 6.9% hits
MDA-MB-231: MDA-MB-231 breast cancer | 81,000 compounds, 5% hits
CCRF-CEM: CCRF-CEM leukemia. 77,000 compounds, 7% hits. AID 1794778
RPMI-8226: RPMI-8226 leukemia cells; 77,000 compounds, 7.5% hits; AID 1794781
SR: SR leukemia cells | AID 1794780 | 73,000 compounds, 8.7% hits
K-562: K-562 leukemia; 78,000 compounds, 7.4% hits
MDA-MB-435: MDA-MB-435 melanoma; AID 1794794; 82,000 compounds, 7.8% hits
* marks the source's active call; other numbers are inactive results; · = not tested or not shown. How the source made its calls: active means growth percent below 10; inactive means the rest.

SMILES	MDA-MB-468	MOLT-4	MDA-MB-231	CCRF-CEM	RPMI-8226	SR	K-562	MDA-MB-435
CC(NCCNC(C)c1cccnc1)c1cccnc1 (configuration not stated)	103.1	·	103.2	108.2	106.2	92.3	98.2	102.9
O=C(N/N=C/c1cc(O)c(O)c(O)c1)c1ccc2nc(-c3ccc(Cl)cc3)[nH]c2c1	93.7	82.8	72.8	54.7	94.5	48.9	110.2	98.9
OC1(c2ccccc2)c2ccccc2Oc2ccccc21	95.5	89.2	96.3	90.0	84.4	107.1	107.3	116.3
COc1cccc(/C=C(/C(=O)NS(=O)(=O)c2ccc(Cl)cc2Cl)c2cc(OC)c(OC)c(OC)c2)c1	100.5	46.1	89.8	·	98.3	98.5	96.9	96.9
COc1ccc(-c2nn(-c3ccccc3)cc2C2SCC(=O)N2c2cccc(F)c2)cc1OC (configuration not stated)	110.0	102.0	103.9	110.3	105.2	89.1	101.5	101.3
O=C(O)CCc1ccc2cc(O)ccc2c1	101.3	94.0	100.0	108.8	·	80.5	81.6	113.7
C=CCNC(=S)N/N=C/C=C/C	107.5	97.3	94.6	103.7	106.8	104.8	96.9	103.4
O=Cc1cnc(C2OCCO2)s1	97.2	104.6	105.3	124.4	122.9	118.6	100.3	107.8
CCOC(=O)c1c(C)nc2c(c1N)C(=O)C(=O)N2Cc1cc(F)cc(Cl)c1	77.4	86.8	93.2	76.4	83.9	50.6	64.5	74.5
COc1ccc(Nc2cc(Cl)ccc2C(=O)O)cc1	133.6	99.0	111.8	97.8	90.4	102.3	92.6	94.7
COc1cc(-n2nnc3c4nc(-c5ccc(Cl)cc5)oc(=O)c4c(C)nc32)cc(OC)c1OC	107.1	103.7	103.6	103.5	106.0	105.0	104.9	102.6
O=C1Nc2ccc(Cl)cc2/C1=N/c1nc(-c2ccc(Cl)cc2)cs1	-18.0*	2.2*	-22.8*	8.3*	-2.3*	3.1*	5.9*	-82.3*
N#Cc1c(-c2cc(=O)oc3ccc(Cl)cc23)cc(-c2cc3cc(Br)ccc3oc2=O)nc1N	95.2	94.3	101.8	93.0	93.6	94.1	101.0	101.7
NS(=O)(=O)c1ccc(-c2cc(-c3nnc(SC/C(=N/O)c4ccccc4)n3-c3ccccc3)c3ccccc3n2)cc1	74.2	43.2	92.0	69.8	53.5	60.9	61.7	87.0
O=C(O)c1ccc(Cn2cc(CSc3nc4ccccc4s3)nn2)cc1	94.5	101.9	96.8	96.0	94.9	99.7	86.6	92.5
CCOC(=O)c1c(C)nc2ccccc2c1/C=C/c1ccc(OC)cc1	20.6	26.1	74.6	56.4	41.8	56.6	42.0	61.7
O=C(CCBr)OCCc1ccccc1	111.8	114.5	108.1	97.4	100.5	107.2	112.2	106.7
NC(N)=N/N=C/c1ccc(Cl)c([N+](=O)[O-])c1	82.3	·	105.2	98.1	100.9	·	·	107.5
Clc1ccc(-c2[nH]ncc2-c2c[nH]c3ccccc23)cc1	·	87.3	97.1	62.8	91.5	131.2	125.2	97.3
O=C(Cn1c[n+](CC(=O)c2ccc([N+](=O)[O-])cc2)c2ccccc21)Nc1cccc2cccnc12	9.0*	92.8	50.5	89.4	10.2	61.8	38.2	60.0
OCc1cnc(C2OCCO2)s1	108.5	114.6	110.2	124.2	111.9	135.1	108.1	108.1
CCCCN(CCCC)CC(=O)Nc1ccc(C(=O)OCC(C)C)cc1	101.4	88.5	91.0	80.8	94.4	92.0	88.7	99.9
CCOC(=O)c1cc(C(=O)c2ccc(OC)cc2)n2ccc(/C=C/c3cc[n+](CC(=O)c4ccc(OC)cc4)cc3)cc12	-38.2*	49.8	72.1	-22.5*	10.4	-29.5*	-15.2*	77.0
COc1ccc(/C=C/C(=O)c2ccc(NC(=O)CSc3nc4[nH]c(=O)n(C)c(=O)c4[nH]3)cc2)cc1OC	71.6	111.0	100.8	108.2	113.2	108.1	·	98.8
Oc1c(CN2CCC(N3CCCCC3)CC2)cc(Cc2cc(CN3CCC(N4CCCCC4)CC3)c(O)c3ncccc23)c2cccnc12	-39.2*	6.6*	18.3	6.5*	25.4	12.1	5.5*	-13.1*
COc1cc2c(cc1[N+](=O)[O-])-c1ccc([N+](=O)[O-])cc1/C2=N\O	49.4	83.3	87.4	78.2	84.0	62.0	88.7	·
CC(=O)c1sc(-c2ccccc2)cc1N	91.7	91.7	99.6	96.6	98.1	88.4	·	94.1
C=C1c2c(C)nn(-c3ccc(OC)cc3)c2N(C)C23C[C@@H]1C1(C)c4c(C)nn(-c5ccc(OC)cc5)c4N(C)C(C)(C[C@H]12)C3 (some centres not stated)	31.9	14.9	39.7	21.7	4.7*	3.3*	15.5	34.0
COc1ccc(/C=C/c2nc(N3CCOCC3)c3cc(F)c(F)cc3n2)cc1OC	-7.0*	6.5*	55.4	35.8	12.2	·	16.4	15.8
CCOC(=O)c1ccc(-c2ccc(-c3cc(-c4cc(OC)c(OC)c(OC)c4)c(C#N)c(=O)[nH]3)c(C)n2)cc1	77.2	54.1	·	48.3	67.9	41.3	46.5	72.6
Cc1nn(-c2ccccc2)c(-n2ccnc2)c1/C=N/Nc1nc(-c2ccccc2)cs1	82.1	94.4	80.5	94.2	·	88.2	71.7	105.4
CC(=O)n1nc(C(=O)OC(C)(C)c2ccccc2)c2ccccc21	93.3	96.9	85.4	83.1	101.8	95.3	97.0	92.1
CC1(c2ccccc2)NC(=O)N(CC(=O)Nc2ccc(C(=O)/C=C/c3ccc(Br)cc3)cc2)C1=O (configuration not stated)	-8.8*	13.9	54.3	32.0	·	15.5	14.5	-44.0*
N=C(N)SCc1c2ccccc2c(CSC(=N)N)c2ccccc12	·	-5.9*	103.4	6.2*	46.0	-11.1*	35.3	74.0
COc1cc2c(cc1O)c(=O)n(CCN(C)C)c1c3cc4c(cc3ncc21)OCO4	-57.9*	-15.9*	-5.7*	-11.3*	-30.3*	4.1*	2.5*	-59.7*
CNC(=O)c1ccccc1CNC(=S)Nc1cccc(C)c1	91.5	109.3	102.6	93.9	102.4	109.1	94.0	101.6
CCCn1nc(C(=O)N2CCCCC2)c2c1CCC(N(C)Cc1ccc(F)cc1)C2 (configuration not stated)	100.5	101.9	109.5	114.3	109.6	105.9	101.2	101.5
O=[N+]([O-])c1cc(-c2ccccc2)cc([N+](=O)[O-])c1O	98.6	84.0	115.2	87.5	110.4	94.3	106.6	106.5
COc1ccc(Cn2cc3c(c2-c2ccccc2)CCc2cnoc2-3)cc1N	10.4	25.3	15.2	18.0	23.5	11.8	14.8	-27.9*
Clc1ccc2c(c1)C(c1c[nH]c3ccccc13)(c1c[nH]c3ccccc13)CCO2	86.5	32.4	55.5	45.1	42.3	63.8	73.1	94.9
COc1ccc(-c2nc3sc(C)nn3c2/C=C2/C(=O)Nc3ccc(Cl)cc32)cc1	86.8	63.9	53.2	75.0	30.1	45.8	69.5	69.9
CCOC(=O)CC(=O)NC(C)(C)CCCCC(C)(C)NC(=O)CC(=O)OCC	94.3	96.2	100.4	91.8	87.1	110.0	99.4	119.2
CCCCCCCCNc1ccccc1	100.6	79.7	107.7	91.1	105.9	88.2	96.9	105.5
COC1OC(COC(=O)c2ccccc2)C(OC(=O)c2ccccc2)C(OC(=O)c2ccccc2)C1OC(=O)c1ccccc1 (configuration not stated)	103.6	87.0	92.1	89.8	92.1	87.7	99.9	99.4
C#CCN	93.3	106.7	116.9	95.6	102.0	93.5	111.6	96.5
Cc1ccc(NC(=O)Nc2ccc(Nc3ncnc4sc5c(c34)CCN(C(=O)OC(C)(C)C)C5)cc2)cc1Cl	96.7	79.8	94.6	90.8	95.7	89.1	89.8	108.9
Cc1cccc(-c2nc(NC(=O)c3cccnc3N)nc(NC(=O)c3cccnc3N)n2)c1O	114.0	106.4	90.2	104.9	101.4	99.0	101.4	106.4
O=C(O)/C=C/C(=O)Nc1ccc([N+](=O)[O-])cc1	98.7	98.2	95.1	85.9	99.4	103.6	93.4	107.0
COc1cc(C2CC(c3ccc4c(c3)OCO4)=NN2C(C)=O)cc(OC)c1OC (configuration not stated)	-26.8*	36.0	61.3	16.0	39.2	19.9	18.2	-49.0*
O=C1CCCCC(=O)[C@H]2CC3(OCCO3)C(=O)O[C@@H]2CO1	103.7	104.4	101.3	114.7	119.9	95.1	104.4	101.0

13 of the compounds above, comma-delimited:
canonical_smiles,MDA-MB-468,MOLT-4,MDA-MB-231,CCRF-CEM,RPMI-8226,SR,K-562,MDA-MB-435
COc1cc2c(cc1O)c(=O)n(CCN(C)C)c1c3cc4c(cc3ncc21)OCO4,-57.9*,-15.9*,-5.7*,-11.3*,-30.3*,4.1*,2.5*,-59.7*
CNC(=O)c1ccccc1CNC(=S)Nc1cccc(C)c1,91.5,109.3,102.6,93.9,102.4,109.1,94.0,101.6
CCCn1nc(C(=O)N2CCCCC2)c2c1CCC(N(C)Cc1ccc(F)cc1)C2 (configuration not stated),100.5,101.9,109.5,114.3,109.6,105.9,101.2,101.5
O=[N+]([O-])c1cc(-c2ccccc2)cc([N+](=O)[O-])c1O,98.6,84.0,115.2,87.5,110.4,94.3,106.6,106.5
COc1ccc(Cn2cc3c(c2-c2ccccc2)CCc2cnoc2-3)cc1N,10.4,25.3,15.2,18.0,23.5,11.8,14.8,-27.9*
Clc1ccc2c(c1)C(c1c[nH]c3ccccc13)(c1c[nH]c3ccccc13)CCO2,86.5,32.4,55.5,45.1,42.3,63.8,73.1,94.9
COc1ccc(-c2nc3sc(C)nn3c2/C=C2/C(=O)Nc3ccc(Cl)cc32)cc1,86.8,63.9,53.2,75.0,30.1,45.8,69.5,69.9
CCOC(=O)CC(=O)NC(C)(C)CCCCC(C)(C)NC(=O)CC(=O)OCC,94.3,96.2,100.4,91.8,87.1,110.0,99.4,119.2
CCCCCCCCNc1ccccc1,100.6,79.7,107.7,91.1,105.9,88.2,96.9,105.5
COC1OC(COC(=O)c2ccccc2)C(OC(=O)c2ccccc2)C(OC(=O)c2ccccc2)C1OC(=O)c1ccccc1 (configuration not stated),103.6,87.0,92.1,89.8,92.1,87.7,99.9,99.4
C#CCN,93.3,106.7,116.9,95.6,102.0,93.5,111.6,96.5
Cc1ccc(NC(=O)Nc2ccc(Nc3ncnc4sc5c(c34)CCN(C(=O)OC(C)(C)C)C5)cc2)cc1Cl,96.7,79.8,94.6,90.8,95.7,89.1,89.8,108.9
Cc1cccc(-c2nc(NC(=O)c3cccnc3N)nc(NC(=O)c3cccnc3N)n2)c1O,114.0,106.4,90.2,104.9,101.4,99.0,101.4,106.4

Later entries.
SMILES	MDA-MB-468	MOLT-4	MDA-MB-231	CCRF-CEM	RPMI-8226	SR	K-562	MDA-MB-435
CC(=NCCN)c1nc2ccccc2n1CCBr	107.2	97.2	92.1	115.7	101.8	88.0	98.1	110.8
NCCCCCNc1noc(Cc2c[nH]c3ccccc23)n1	91.5	90.6	84.2	95.4	86.2	89.1	93.1	66.9
COc1cccc2c1C(=O)c1c(O)c3c(c(O)c1C2=O)C[C@@](O)(C(C)=O)C[C@@H]3O[C@H]1C[C@H](N)[C@H](O)[C@H](C)O1	-72.5*	-17.8*	-14.6*	-25.1*	-22.9*	-5.2*	-4.4*	-98.7*
Cc1ccc(/C=C/c2c(C(=O)/C=C/c3ccc(C(F)(F)F)cc3)c(C)nc3ccccc23)cc1	-57.4*	-4.5*	-40.5*	9.0*	-26.8*	·	-16.6*	-87.9*
CCN(CC)c1ccc(CN(C)Cc2ccc(Br)cc2)cc1	101.1	99.0	81.2	93.0	89.0	95.7	84.6	104.8
COc1ccc(-c2cc(-c3ccc(Cl)cc3)c3sc(=O)[nH]c3n2)cc1	106.7	92.9	95.5	97.0	89.4	95.9	84.6	105.7
CCOCC[P+](c1ccccc1)(c1ccccc1)c1ccccc1	2.2*	47.6	63.5	34.7	1.2*	21.4	20.0	28.8
O=S(=O)(c1ccc(Cl)cc1)c1cc(O)ccc1O	80.1	103.8	92.2	91.9	66.5	81.9	91.1	104.4
Cc1nn(-c2ccc(F)cc2)c2nc(-c3cccnc3)[nH]c(=O)c12	111.1	101.0	107.6	111.2	99.2	96.5	104.7	113.8
C/C=C/C(O)CC (configuration not stated)	114.3	90.5	109.1	88.2	100.6	·	103.7	97.1
CC(=O)c1ccc(NCC(=O)Nc2ccccn2)cc1	105.5	100.5	94.1	·	113.3	107.7	95.6	103.6
Cc1c(C(=O)OCCO)cc(-c2ccc(Cl)cc2)n1-c1ccccc1	60.6	45.2	82.5	62.0	60.3	·	48.1	70.0
CC(C)C1C2=C(NCCN1C(=O)Cc1ccccc1)C(C)(C)N(Cc1ccccc1)C2=O (configuration not stated)	95.5	96.8	98.2	111.0	102.2	106.5	96.5	99.2
CC(=O)N[C@@H](CC(C)C)C(=O)O	107.4	96.9	110.2	·	·	·	·	105.0
O=C1C(=O)N(c2ccccc2)C(c2ccccc2)C1c1ccccc1 (configuration not stated)	106.2	88.5	116.3	125.3	122.9	79.5	87.7	104.7
COc1ccc2nc3ccccc3c(NCCNCC(C)O)c2c1 (configuration not stated)	-24.6*	6.8*	-28.2*	5.9*	-1.2*	4.1*	9.2*	1.4*
COc1ccc(-c2cc(-c3ccc(Oc4ccnc5cc(Cl)ccc45)c(OC)c3)c3c(=O)[nH]c(N)nc3n2)cc1	92.7	55.2	92.0	53.2	74.8	62.3	80.6	97.7
CC(C(=O)OC1CC(C)(C)N([O])C(C)(C)C1)c1cccc(C(=O)c2ccccc2)c1 (configuration not stated)	94.3	94.4	81.5	86.7	·	83.5	74.4	100.4
CC(C)[C@H]1COC(=O)N1[C@@H]1C(=O)N([C@@H](CCC(=O)N2CCN(C3CCCC3)CC2)C(=O)N[C@@H]2CCCc3ccccc32)[C@@H]1/C=C/c1cccc(Br)c1	-21.6*	17.9	26.3	32.8	14.6	-18.9*	41.9	30.2
Cc1ccc(I)c(C)c1	98.0	92.1	110.3	97.0	99.2	94.4	101.7	107.4

Assay outcomes deposited in PubChem BioAssay by NCI.

No enrichment for hits (roughly 16% active in at least one column).
